hIAP inh: blocks human intestinal alkaline phosphatase | P09923 | purified IAP, CDP-Star luminescence, 30 min | inhibition, % at 10 µM | hit rate 0.12% among 330,000;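 active = inhibition reaching a set limit with compound at 10 µM in the primary screen, cut at about 35% in these data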;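 also: plate controls were DMSO wells with enzyme for no effect and no-enzyme buffer wells for full effect; values of inactives mirror those of a sister screen read the other way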
mIAP act: mouse IAP activation; activation factor at 10 µM; muIAP, CDP-Star luminescence, 30 min; hits give high values; 1 = vehicle-only enzyme signal, 0 = enzyme-free wells; hit rate 0.24% among 330,000;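 active = activation factor of at least 2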; also: the source names both 10 and 20 µM as test concentration; values of inactives mirror those of a sister screen read the other way
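Assay system: mouse IAP enzyme; reagent: chemiluminescent substrate CDP-Star; dosing: test compounds delivered from DMSO solution; schedule: 30 min at room temperature; measured by: luminescence from enzymatic CDP-Star hydrolysis; controls: DMSO-only wells and no-enzyme negative control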
ATG4B inh: ATG4B (human) cysteine protease inhibition | ATG4B cleavage of LC3-PLA2, NBD-HPC fluorescence, 1 h | Q9Y4P1 | hit rate 0.51% among 340,000 | inhibition, % at 8.33 µM | AID 504462; in the data active = inhibition above about 40%
TIM10 inh: inhibits growth of TIM10 yeast strain; S. cerevisiae TIM10 strain growth, BacTiter-Glo luminescence, 24 h; inhibition, % at 10 µM; AID 463195; hit rate 1.4% among 330,000;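 active = inhibition of 40% or more at the single tested concentration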;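 also: wild-type TIM10 isogenic control strain grown at permissive 25 °C; 0% = DMSO yeast wells and 100% = minimal medium wells without yeast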
hIAP act: increases human intestinal alkaline phosphatase activity; P09923; purified human IAP, CDP-Star luminescence, 30 min; hits give high values; 1 = vehicle-only enzyme, 0 = enzyme-free background; activation factor at 10 µM; hit rate 0.16% among 330,000; AID 2524;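 active = activation factor of the enzyme at least 2-fold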; also: the source names both 10 and 20 µM as test concentration; values of inactives mirror those of a sister screen read the other way
Apaf1 inhib: human Apaf-1 inhibition; reconstituted apoptosome caspase-3 activity, DEVD-Rh110 fluorescence; hit rate 0.71% among 330,000; O14727; inhibition, % at 20 µM; AID 489030; active = inhibition of at least 40% at 20 µM;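 also: plate controls were DMSO wells for no effect and DEVD-CHO caspase inhibitor wells for full effect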
Target sequence (O14727 whole entry, looked up): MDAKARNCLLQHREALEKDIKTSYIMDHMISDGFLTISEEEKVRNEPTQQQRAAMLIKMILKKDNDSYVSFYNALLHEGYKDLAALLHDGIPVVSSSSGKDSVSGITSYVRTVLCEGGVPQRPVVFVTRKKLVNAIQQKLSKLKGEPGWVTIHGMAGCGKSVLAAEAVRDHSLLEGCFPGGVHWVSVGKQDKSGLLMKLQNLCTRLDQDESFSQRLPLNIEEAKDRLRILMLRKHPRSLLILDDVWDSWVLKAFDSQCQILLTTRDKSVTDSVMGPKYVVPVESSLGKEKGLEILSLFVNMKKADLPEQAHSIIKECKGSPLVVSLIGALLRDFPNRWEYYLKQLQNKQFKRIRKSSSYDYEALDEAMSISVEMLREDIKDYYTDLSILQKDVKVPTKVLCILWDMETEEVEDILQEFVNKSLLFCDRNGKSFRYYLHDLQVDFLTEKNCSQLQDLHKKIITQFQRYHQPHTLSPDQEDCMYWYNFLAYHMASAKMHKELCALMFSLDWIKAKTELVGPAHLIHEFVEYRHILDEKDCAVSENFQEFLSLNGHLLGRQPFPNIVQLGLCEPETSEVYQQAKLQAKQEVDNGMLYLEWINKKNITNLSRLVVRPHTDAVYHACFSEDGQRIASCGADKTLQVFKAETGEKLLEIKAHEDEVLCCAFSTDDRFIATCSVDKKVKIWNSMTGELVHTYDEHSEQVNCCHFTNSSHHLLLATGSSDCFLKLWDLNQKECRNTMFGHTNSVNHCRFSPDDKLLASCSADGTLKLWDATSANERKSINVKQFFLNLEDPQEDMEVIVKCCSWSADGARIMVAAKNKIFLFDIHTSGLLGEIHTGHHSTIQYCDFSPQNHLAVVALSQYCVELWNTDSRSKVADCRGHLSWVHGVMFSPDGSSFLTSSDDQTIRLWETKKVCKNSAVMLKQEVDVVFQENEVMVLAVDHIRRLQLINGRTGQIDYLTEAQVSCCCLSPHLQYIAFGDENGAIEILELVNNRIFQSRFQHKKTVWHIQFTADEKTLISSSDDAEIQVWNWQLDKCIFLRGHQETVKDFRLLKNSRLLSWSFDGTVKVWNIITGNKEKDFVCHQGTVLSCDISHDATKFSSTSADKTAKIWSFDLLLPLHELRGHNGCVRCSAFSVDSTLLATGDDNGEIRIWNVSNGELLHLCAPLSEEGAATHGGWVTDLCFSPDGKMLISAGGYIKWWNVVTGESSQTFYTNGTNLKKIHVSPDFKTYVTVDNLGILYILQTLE
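Assay system – apoptosome proteins · Medium – Hepes buffer, pH 7.5 · Also added – cytochrome c with DEVD-Rh110 · Timing – 30 min compound preincubation, 50 min activation, room temperature · Detection – Rh110 fluorescence, excitation 480 nm, emission 540 nm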
mIAP inh: mouse IAP inhibition; hit rate 0.2% among 330,000; purified mouse IAP, CDP-Star luminescence, 30 min; inhibition, % at 10 µM;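 active = inhibition of at least 40% at 10 µM in the primary screen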;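 also: plate controls were DMSO with enzyme for no effect and no enzyme wells for full effect; values of inactives mirror those of a sister screen read the other way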
tim10-1 inh: inhibits growth of tim10-1 mutant yeast | inhibition, % at 20 µM | AID 463190 | hit rate 2.2% among 330,000 | S. cerevisiae tim10-1 ts strain growth, BacTiter-Glo, 24 h;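 active = inhibition of at least 40%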;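 also: mutant grown at 25 °C; 0% = DMSO wells with yeast and 100% = wells holding no yeast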
NLRP3 yeast inh: NALP3 inhibition in yeast | Yeast reconstituted NLRP3/ASC/caspase-1, beta-gal luminescence, 24 h | inhibition, % at 10 µM | hit rate 0.39% among 330,000 | AID 2825;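 active = inhibition of 50% or more; inactive = inhibition below 50%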;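 also: plate controls were induced DMSO wells for no effect and uninduced yeast grown without galactose for full effect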
* marks the source's active call; other numbers are inactive results; . = not tested or not shown. No enrichment for hits; about 4.5% have a hit in one of these screens.

SMILES | hIAP inh | mIAP act | ATG4B inh | TIM10 inh | hIAP act | Apaf1 inhib | mIAP inh | tim10-1 inh | NLRP3 yeast inh
O=C(CCN1CCOCC1)N/N=C/c1cc([N+](=O)[O-])ccc1OC(F)F | 14 | 0.97 | -11 | 9 | 0.86 | -1 | 3 | 5 | 3
COc1ccc(OC(=O)c2ccc(OC)c(S(=O)(=O)N3CCOCC3)c2)cc1 | 4 | 0.94 | -3 | 3 | 0.96 | 0 | 6 | 9 | 1
CCOC(=O)C1=NN(N=O)C2(CC(=O)N(c3cc(C)cc(C)c3)C2=O)C1 (stereo not given) | -9 | 1 | -3 | 2 | 1.1 | 13 | 0 | 15 | 1
O=C(CCCn1nnc2ccccc2c1=O)N[C@H](C(=O)O)c1ccccc1 | 3 | 1.1 | 11 | 7 | 0.97 | -15 | -6 | 2 | -1
Cc1ccc(S(=O)(=O)N2CCN(C(=O)CCn3cncn3)CC2)cc1C | 11 | 1 | 9 | -9 | 0.89 | 2 | -1 | 8 | 9
COC(=O)C1CCN(C(=O)COC(=O)/C=C/c2ccc(O)c(OC)c2)CC1 | 4 | 1 | -4 | 3 | 0.96 | -8 | -3 | 11 | 19
COc1ccc2[nH]c3c(c2c1)CCN1C(=O)C(CC(=O)NC/C=C(\C)CCC=C(C)C)C[C@H](C(=O)N(C(C)C)C(C)C)[C@@]31C (stereo not given in full) | . | 2.2* | -2 | 4 | . | 38 | -116 | 16 | .
O=C(CSc1nc2ccccc2o1)Nc1ccc(N2CCOCC2)c(Cl)c1 | -34 | 1 | 1 | 18 | 1.3 | 5 | -1 | 31 | 32
Cc1ccc(-n2nnnc2SCC(=O)Nc2ccc3c(c2)COC3=O)cc1C | 10 | 0.97 | -13 | 0 | 0.9 | -2 | 3 | 12 | 9
COC(=O)c1ccc(NC(=O)c2cccc(N3C(=O)CCC3=O)c2)cc1 | -5 | 0.98 | -12 | -6 | 1 | 1 | 2 | -12 | 15
Cc1ccc(C)c(NC(=O)c2cc(S(=O)(=O)N3CCCCC3)ccc2N2CCOCC2)c1 | -3 | 1.1 | -3 | 7 | 1 | 20 | -10 | 9 | 14
COC(=O)C1=C(NC(=O)c2ccccc2[N+](=O)[O-])CCS1 | 10 | 1 | -2 | 9 | 0.9 | -14 | 0 | 14 | 13
NC(=O)c1nn(-c2ccccc2)nc1NC(=O)CN1CCCC1 | -36 | 0.95 | 0 | -3 | 1.4 | -22 | 5 | 3 | -7
CCCc1cc(C(=O)N2CCCC(C(=O)c3cc(C)c(OC)c(C)c3)C2)n(C)n1 (stereo not given) | -5 | 1 | 3 | 21 | 1.1 | -3 | -4 | 11 | 0
CSc1nnc(Cn2c(=O)sc3ccccc32)n1-c1cccc(Cl)c1 | -4 | 1 | 3 | 22 | 1 | -8 | 0 | 25 | 3
N#CCCN(C(=O)COc1ccc(F)cc1Br)c1ccccc1F | 1 | 1 | 0 | 19 | 0.99 | 8 | -2 | 21 | -22
Cc1nc(COC(=O)c2c(C)nn(-c3ccccc3)c2C)cs1 | 3 | 0.99 | 1 | 11 | 0.97 | 2 | 1 | 27 | 19
COc1ccc(C(=O)Nc2nc(C)c(C(C)=O)s2)cc1S(=O)(=O)N1CCOCC1 | 14 | 0.96 | -2 | 3 | 0.85 | -4 | 4 | 7 | 4
COC(=O)Cn1cnc2c(nnn2-c2ccc(F)cc2)c1=O | 0 | 0.95 | 2 | 3 | 1 | -3 | 5 | -11 | 5
CC(C)c1ccc(C(=O)N2CCCN(C(=O)c3ccc(C(C)C)cc3)CC2)cc1 | 21 | 0.95 | -6 | 23 | 0.79 | 12 | 5 | 27 | 7
O=C1NC(=Nc2ccccc2)S/C1=C\c1cccn1-c1ccccc1 | -48 | 0.95 | 68* | -8 | 1.5 | 31 | 5 | -2 | -7
O=C(CN1CCN(c2ccccc2O)CC1)NC(=O)NC1CCCC1 | -4 | 0.97 | 4 | 6 | 1 | -23 | 2 | 5 | 3
COCCCNC(=O)c1sc2ncn(CC(=O)Nc3ccc(C)c(Cl)c3)c(=O)c2c1C | 6 | 0.98 | -12 | 10 | 0.94 | 1 | 2 | 1 | 16
CN(C)S(=O)(=O)c1ccc(Cl)c(C(=O)NC2CCN(Cc3ccccc3)C2)c1 (stereo not given) | 3 | 0.99 | -1 | -17 | 0.97 | 4 | 0 | 1 | 23
Cc1ccc(S(=O)(=O)c2c(C)cc(C)nc2Cl)c(C)c1 | 19 | 1 | 4 | 5 | 0.81 | 0 | -4 | 11 | 2
CCCn1cnc2cc(NC(=O)c3cccs3)ccc21 | 0 | 1 | -39 | 61* | 1 | -11 | -1 | 24 | 40
CN(CC(=O)NCc1ccc(Cl)cc1)S(=O)(=O)c1cccs1 | -15 | 1 | -6 | -31 | 1.1 | 1 | -1 | 7 | 15
Fc1ccc(-c2ccc(Nc3cccc(F)c3)nn2)cc1 | 4 | 0.94 | -10 | -4 | 0.96 | -2 | 6 | 7 | 22
O=C(CSc1nc2[nH]ncc2c(=O)[nH]1)c1ccc(Cl)cc1 | 7 | 0.95 | . | 0 | 0.93 | -5 | 5 | 6 | 19
COc1ccc(-c2nc(-n3c(C)c(C(C)=O)c(C(C)=O)c3C)sc2C)cc1 | 15 | 1 | -2 | 17 | 0.85 | 5 | 0 | 27 | 3
Cc1c(-c2ccccc2)c(P(=O)(N2CCOCC2)N2CCOCC2)c2ccccn12 | -100 | 1 | 3 | -4 | 2 | -1 | -5 | -6 | 6
COc1ccc(C(=O)c2ccc(N(C)C)cc2)c(OC)c1 | -4 | 0.92 | -9 | 30 | 1 | -2 | 8 | 32 | -13
O=C(c1cccc(F)c1)N1CCCc2ccccc21 | 14 | 0.95 | -4 | -1 | 0.86 | -2 | 5 | 7 | 17
CCOc1ccc(N2C(=O)CC(NCC3CCCO3)C2=O)cc1 (stereo not given) | -16 | 1.1 | 6 | 2 | 1.2 | 10 | -13 | 4 | -15
O=C(Nc1ccc2nc3n(c(=O)c2c1)CCCCC3)C(=O)N1CCN(c2ccccc2)CC1 | 11 | 0.94 | -7 | -2 | 0.89 | 6 | 6 | -6 | 4
O=C(CNC(=O)/C=C/c1ccco1)N=Nc1c(O)[nH]c2ccccc12 | -47 | 0.68 | 5 | 9 | 1.5 | 3 | 32 | 11 | 10
CN(C)c1ccc(CNC(=O)CN(C)S(=O)(=O)c2cccc3cccnc23)cc1 | -4 | 0.96 | 1 | 5 | 1 | -2 | 4 | 4 | 15
N#Cc1ccc(CSc2nnc(-c3cccc(S(=O)(=O)N4CCCCC4)c3)o2)cc1 | 1 | 0.94 | -9 | 5 | 0.99 | 14 | 6 | 22 | 6
CC(O)[C@H]1CNC(=O)C(=O)N1CCc1cccc2ccccc12 (stereo not given in full) | 8 | 0.98 | -4 | 2 | 0.92 | 9 | 2 | 9 | 13
Cc1nn(CC(=O)NCC(C)c2ccccc2)c(=O)c2cccn12 (stereo not given) | 13 | 0.96 | 0 | 1 | 0.87 | 6 | 4 | -5 | 4
O=C(NNS(=O)(=O)c1ccc(F)cc1)c1ccc([N+](=O)[O-])cc1 | 0 | 0.97 | -7 | -14 | 1 | 5 | 3 | 5 | 9
CCc1ccccc1NC(=O)c1ccc([N+](=O)[O-])s1 | 4 | 0.98 | -5 | 50* | 0.96 | -3 | 2 | 37 | 9
COC(=O)C1=C(C)N(CCc2cc(OC)c(OC)c(OC)c2)C(=O)N[C@H]1c1cccs1 | 12 | 1.1 | . | 7 | 0.88 | 2 | -9 | 8 | 12
COc1ccc(Br)cc1S(=O)(=O)n1ccnc1C | 0 | 1 | -14 | 12 | 0.99 | -1 | -2 | -5 | -8
COc1ccccc1OCC(=O)Nc1ccc(S(=O)(=O)N(C)c2ccccc2)cc1 | 21 | 1 | -12 | 17 | 0.79 | 23 | -3 | 35 | 6
CCn1c(SCC(=O)NNC(=O)c2ccc(OC)cc2)nnc1C(C)C | -4 | 0.92 | 10 | 3 | 1 | 1 | 8 | -10 | 13
COc1ccc(C(CNC(=O)c2c(C)nn(Cc3ccc(C)cc3)c2Cl)N2CCOCC2)cc1 (stereo not given) | 10 | 0.99 | -1 | 9 | 0.9 | 5 | 1 | 10 | 7
COc1cccc(NC(=O)C(C)SCc2ccccc2)c1 (stereo not given) | 4 | 0.9 | -6 | -1 | 0.96 | -5 | 10 | 6 | 15
CC1CCCC(C)N1C(=O)COc1cccc(Oc2ccccc2)c1 (stereo not given) | -8 | 1.1 | 11 | 10 | 1.1 | 21 | -6 | 18 | -17
COc1ccc(NC(=O)CSc2nccn2Cc2ccco2)cc1OC | -5 | 1.1 | 5 | 1 | 1.1 | 9 | -6 | 3 | 6
CC(C)Oc1ccc(CN=C(N)N=C(N)N)cc1Cl | 1 | 1 | 2 | -6 | 0.99 | 10 | -1 | 1 | 13
COc1ccc(OC)c(-c2cc(C(=O)N3CCN(c4ncccn4)CC3)c3ccccc3n2)c1 | 2 | 0.98 | -4 | 31 | 0.98 | 18 | 2 | 22 | 5
O=C(N/N=C/c1ccc(O)cc1O)C1CC1 | 8 | 1.1 | -5 | 3 | 0.92 | -24 | -7 | -6 | 8
CCOc1ccc(-c2nc(N)ncc2-c2ccc(Cl)cc2)c(O)c1 | 3 | 0.94 | -8 | 10 | 0.97 | 35 | 6 | 23 | 13

Screening data as filed in PubChem.
